High-throughput results from PubChem.
OX1R antag-1: human HCRTR1 antagonism; O43613; CHO/OX1R cells, Fluo-8 calcium fluorescence, orexin A; inhibition, % at 5 µM; 330,000 compounds, 0.43% hits; AID 434989;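 active means inhibition above its plate's threshold, mean inhibition of all tested compounds on the plate plus 3 SD, cut at about 37% in these data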;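 further: 0% = orexin A challenge wells and 100% = SB-334867-A antagonist wells; not every result past the cut was called active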
Target sequence (O43613 whole entry, looked up): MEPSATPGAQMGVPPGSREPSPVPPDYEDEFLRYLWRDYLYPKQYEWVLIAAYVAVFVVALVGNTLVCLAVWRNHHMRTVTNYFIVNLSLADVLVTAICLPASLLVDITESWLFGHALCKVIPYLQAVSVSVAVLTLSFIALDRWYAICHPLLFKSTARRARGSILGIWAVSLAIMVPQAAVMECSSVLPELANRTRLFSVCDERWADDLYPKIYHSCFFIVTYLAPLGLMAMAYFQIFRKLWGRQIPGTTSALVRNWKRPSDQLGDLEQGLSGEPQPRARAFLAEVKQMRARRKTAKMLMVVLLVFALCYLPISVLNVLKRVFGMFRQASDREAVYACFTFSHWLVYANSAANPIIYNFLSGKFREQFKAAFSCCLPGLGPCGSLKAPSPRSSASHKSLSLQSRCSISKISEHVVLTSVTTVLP
OX1R antag-2: blocks the human orexin 1 receptor | OX1R-expressing cells, FRET antagonist read-out | inhibition, % at 6.6 µM | AID 485270 | 330,000 compounds, 1.8% hits; in the data active means inhibition mostly above about 38%, no sharp cut-off; inactive means mostly below about 40%;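 further: 0% = agonist challenge alone and 100% = reference antagonist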
STK33 kinase inh: blocks human STK33 kinase activity; Q9BYT3; purified STK33, MBP phosphorylation, ADP-Glo luminescence; inhibition, % at 10 µM; 320,000 compounds, 0.073% hits; AID 2661;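 active means inhibition at or above 25%, using the most active replicate where run in duplicate; inactive means inhibition below 25%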
Target sequence (Q9BYT3 whole entry, looked up): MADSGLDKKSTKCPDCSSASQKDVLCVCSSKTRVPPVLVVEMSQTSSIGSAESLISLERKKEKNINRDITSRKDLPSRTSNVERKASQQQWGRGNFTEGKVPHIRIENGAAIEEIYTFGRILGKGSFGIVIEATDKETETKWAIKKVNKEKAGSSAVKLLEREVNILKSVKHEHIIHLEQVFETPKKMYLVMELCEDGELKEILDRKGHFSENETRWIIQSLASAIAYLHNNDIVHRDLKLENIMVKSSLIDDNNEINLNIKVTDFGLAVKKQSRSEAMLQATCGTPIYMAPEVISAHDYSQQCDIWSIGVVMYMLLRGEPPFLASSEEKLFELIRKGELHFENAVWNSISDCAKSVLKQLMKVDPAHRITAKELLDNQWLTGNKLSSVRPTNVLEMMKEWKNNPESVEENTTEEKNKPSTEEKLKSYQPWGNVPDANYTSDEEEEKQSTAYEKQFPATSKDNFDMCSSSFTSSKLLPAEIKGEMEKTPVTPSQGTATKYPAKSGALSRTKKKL
* = called active by the depositor; . = not tested or not shown.

SMILES	OX1R antag-1	OX1R antag-2	STK33 kinase inh
C/C(=N\N1CCCCCC1)c1c(O)n(C2CCCCC2)c(=O)[nH]c1=O	-27	-2	-0.7
CCS(=O)(=O)NC(C)c1nnc2n1-c1ccc(Br)cc1C(c1ccccc1Cl)=NC2 (stereo not drawn)	-26	6	-0.5
CCOP(=O)(OCC)C(NC(=O)c1ccc(Cl)cc1)=C(Cl)Cl	-12	0	-0.7
CC(=Nc1ccccc1N)c1c(O)n(C)c(=O)[nH]c1=O	-10	9	-0.9
Cc1ccc(C(=O)c2cc(Br)ccc2N)cc1	-46	21	-0.1
CCCCN1C(=O)C(C2c3ccccc3C(=O)N2Cc2ccccc2)C(=O)NC1=S (stereo not drawn)	-14	5	-1.7
Cc1ccc2c(c1)C(c1ccccc1)=NCC(=O)N2C	-13	9	-1.2
Cc1nccn1Cc1ccc(Cl)nc1	-6	9	-2.2
CC1CCCC(NC(=O)CNC(=S)N2CC3CC(C2)c2cccc(=O)n2C3)C1C (stereo not drawn)	-12	-2	0.4
CCOC(=O)C1CCN(/C=C2/C(=O)NC(=O)N(c3cccc(C)c3C)C2=O)CC1	-12	6	.
CCSP1(=S)N=C(N2CCOCC2)C(C#N)=C2CCCN21 (stereo not drawn)	2	25	-0.4
OC(CNC1CCCCC1)c1ccccc1 (stereo not drawn)	-11	10	1.8
C/C(=N\N1CCN(C)CC1)c1c(O)n(Cc2ccccc2)c(=O)[nH]c1=O	-4	13	-1.7
O=C(COC(=O)Cc1ccccc1)Nc1nnc(-c2ccccc2)o1	-17	11	-1.8
COc1ccc(-n2c(O)c(/C=C3\C=Nc4ccc(Br)cc43)c(=O)[nH]c2=O)c(OC)c1	-2	-9	0.2
CCOC(=O)CC1=C(C(=O)OCC)C2(C(=O)Nc3ccccc32)C(C#N)=C(N)O1 (stereo not drawn)	-22	-1	0.0
COC(=O)C1=C(c2ccc(F)cc2OCc2ccccc2)C[C@@H]2CC[C@H]1N2C(=O)N1CCOCC1	-24	2	-3.4
COc1ccc2cc(C(=O)C3CCCN(C4CCOCC4)C3)ccc2c1 (stereo not drawn)	-22	8	-0.1
Clc1ccc(C(c2ccccc2)c2ncc[nH]2)cc1 (stereo not drawn)	-29	13	-0.9
Cn1cccc1/C=C1/C(=O)NC(=O)N(Cc2ccc(F)cc2)C1=O	-7	2	1.0
COc1ccc(O)c(C(C)(C)C)c1	-21	15	-0.6
COC(=O)C1=C(c2ccc(C(C)=O)cc2)C[C@@H]2CC[C@H]1N2C(=O)NCc1ccc(C(F)(F)F)cc1	32	0	-1.8
CCN(CC(=O)Nc1ccc(NC(C)=O)cc1)C(=O)CSC(c1ccccc1)c1ccccc1	-4	1	-1.1
CC(C)Sc1nnc([C@@H](N)Cc2ccccc2)o1	-12	11	0.7
CCN(CC)C(=O)c1ccc(NC(=O)CCCSc2ccccc2)cc1	-32	4	-1.2

Later entries.
SMILES	OX1R antag-1	OX1R antag-2	STK33 kinase inh
Nc1ccc2ccc3cccc[n+]3c2c1	12	36	-2.0
NC(=O)c1cn(C2OC(CO)C(O)C2O)c2ncnc(N)c12 (stereo not drawn)	-14	6	13
COCCCn1c(N)c(C(=O)NCCC(C)C)c2nc3ccccc3nc21	-20	7	-0.2
N#CC(C#N)=NNc1ccc(S(N)(=O)=O)cc1	-4	84*	5.0
CCN(CCO)c1ccc(N=Cc2c(O)n(C)c(=S)[nH]c2=O)cc1	-8	48	0.9
COC(=O)C1=C(c2ccc(OC(F)(F)F)cc2)C[C@@H]2CC[C@H]1N2C(=O)N1CCCCC1	-9	8	-0.2
O=C1NC(=O)C(=Cc2ccc3c(c2)OCO3)C(=O)N1	2	16	-1.7
COC(=O)C1=C(c2ccccc2)C[C@@H]2CC[C@H]1N2C(=O)NCc1ccc(C(F)(F)F)cc1	-9	40	-4.1
CCCNC(=O)N1[C@H]2CC[C@@H]1C(C(=O)OC)=C(c1cc3ccccc3o1)C2	-19	25	-1.8
COC(=O)C1=C(c2ccc(F)cc2OCc2ccccc2)C[C@@H]2CC[C@H]1N2C(=O)NCCO	-26	3	-0.3
CCOC(=O)c1ccccc1NC(=O)c1c(O)[nH]c(=S)[nH]c1=O	-20	20	0.5
O=C(CCC(=O)N1CC2C[C@@H](C1)Cn1c2cccc1=O)NCCc1ccccc1	-8	5	3.1
O=C(COC(=O)c1ccc(O)cc1)Nc1ccc(Cl)cc1C(=O)c1ccccc1	-30	52	-0.4
CNC(=S)NC1CC2CCCC(C1)N2CC(C)C (stereo not drawn)	-3	5	0.7
C[C@@H]1CC[C@@]2(NC1)O[C@H]1C[C@H]3[C@@H]4CC=C5C[C@@H](O)CC[C@]5(C)[C@H]4CC[C@]3(C)[C@H]1[C@@H]2C	-9	-2	-0.8
COC(=O)C1=C(c2ccc(F)cc2OCc2ccccc2)C[C@@H]2CC[C@H]1N2C(=O)N1CCCC1	-4	3	0.0
O=c1[nH]c(=S)n(Cc2ccc(F)cc2)c(O)c1C=NCc1ccc2c(c1)OCO2	-11	2	-0.6
COc1ccccc1-n1c(-c2ccccc2F)nc2ccccc2c1=O	-28	26	1.4
O=c1[nH]c(=S)n(CCC2=CCCCC2)c(O)c1C=NCc1cccnc1	-23	12	0.3
COc1ccc(CC2C(=O)NC(=O)N(c3ccccc3)C2=O)c(OC)c1 (stereo not drawn)	-2	5	-0.1
Cc1cc(OCc2nn[nH]n2)c2c3c(c(=O)oc2c1)CCC3	0	18	4.3
CC(=O)c1c(C)n(CCCOC(C)C)c2ccc(O)cc12	-6	13	-0.3
Cc1ccc(OCC(=O)N2CCN(C3CCC(c4ccccc4)CC3)CC2)cc1 (stereo not drawn)	-26	0	0.1
CCOCC(=O)NC1CCSC1=O (stereo not drawn)	-15	12	-0.4
Cn1cc(C=C2C(=O)NC(=O)NC2=O)c2ccccc21	0	17	-1.1

(more compounds)
SMILES	OX1R antag-1	OX1R antag-2	STK33 kinase inh
CN1CCN(Cc2cn(C)c3ccccc23)CC1CCO (stereo not drawn)	-9	6	-0.4
CC(=O)Nc1ccc([As](=O)(O)c2ccc([N+](=O)[O-])cc2)cc1	-8	67*	-0.4
O=C1NC(=O)C(CCc2ccncc2)(CCc2ccccn2)C(=O)N1c1ccc(Br)cc1 (stereo not drawn)	-38	9	0.3
CC(=O)N(C)CC#CCN1CCCC(CO)C1 (stereo not drawn)	-6	-15	0.4
COc1ccc(NS(=O)(=O)c2ccc(OCC(=O)N3CCN(C)CC3)cc2)cc1Cl	-20	1	-0.8
C=CCc1cc(C=C2C(=O)N(C)C(=O)N(C)C2=O)cc(OCC)c1OCc1ccccc1	-23	8	1.0
O=[N+]([O-])c1ccc(N2CCCC2)cc1N/N=C1\CN2CCC1CC2	-7	47	0.0
O=c1[nH]c(=O)n(CCc2ccccc2)c(O)c1C=NC1CC1	-14	20	-1.4
COCCCN=Cc1c(O)[nH]c(=S)[nH]c1=O	-3	11	-0.7
CN1C(C(=O)N2CCC3(CC2)OCCO3)=CC(c2ccc(F)cc2)=NS1(=O)=O	-12	10	-0.3
Cc1ccc(-n2c(C)nc3ccccc3c2=O)c(C)c1	-25	7	1.1
C[N+](C)(C)CCOC(=O)CBr	-9	11	0.3
COc1ccc(N=Cc2c(O)n(C)c(=O)[nH]c2=O)cc1	0	3	-2.0
COc1cc(OC)c(OC)cc1C=O	-12	7	.
O=C(CCc1nnc2ccc(NCc3ccccc3Cl)nn12)N1CCC2(CC1)OCCO2	-20	4	-0.4
CCOC(=O)c1nsnc1NCCCl	-10	6	1.9
CCOc1cc2c(cc1OCC)-n1cccc1C(c1ccc(OC(F)F)cc1)NC2 (stereo not drawn)	-16	-2	-0.2
CC(C)N1CCN(Cc2ccccc2C(F)(F)F)CC1CCO (stereo not drawn)	-20	11	0.0
CCCCCCC(=O)N/N=C/c1c(O)n(C(C)CC)c(=S)[nH]c1=O (stereo not drawn)	-17	8	0.5
O=c1c2ccccc2nc(Cc2ccccc2)n1-c1cccc(O)c1	-17	34	.
CCCCn1c(N)c(C(=O)NCc2cccs2)c2nc3ccccc3nc21	-23	21	-1.7
O=c1[nH]c(=S)n(-c2ccccc2)c(O)c1/C=N/N1CCOCC1	4	10	-1.5
NC1CCc2cc(O)c(O)cc2C1 (stereo not drawn)	3	23	0.3
O=C(NC1CN2CCC1CC2)c1ccc(-c2ccc([N+](=O)[O-])cc2)o1 (stereo not drawn)	0	84*	1.3
O=[N+]([O-])c1ccc(C2[C@H]3C(c4ccccc4)=NC4(CCCCC4)N23)cc1 (stereo partly drawn)	-20	27	-2.0

(listing goes on)
SMILES	OX1R antag-1	OX1R antag-2	STK33 kinase inh
CCS(=O)(=O)NCc1nnc2n1-c1ccc(Br)cc1C(c1ccccc1Cl)=NC2	-3	4	-0.5
COC(=O)[C@@H]1C[C@@]1(C)[C@@H](NP(=O)(c1ccccc1)c1ccccc1)c1ccccc1	-35	21	-0.8
COCCCn1c(N)c(C(=O)OCCOC)c2nc3ccccc3nc21	-30	20	0.2
CSc1ncc(CN2CCCC(C(=O)c3sccc3C)C2)cn1 (stereo not drawn)	-5	12	-1.2
CCN(CC)S(=O)(=O)c1cc(NC(=O)C(C)N2CC=C(c3ccccc3)CC2)ccc1C (stereo not drawn)	-31	11	5.1
CC(=O)Nc1cc([As](=O)(O)O)ccc1O	3	8	-1.2
CN1CCN(c2ccc([N+](=O)[O-])c(Sc3nncn3C)c2)CC1	-2	45	-0.2
CCCCCCn1c(O)c(C=Nc2ccccc2N2CCOCC2)c(=O)[nH]c1=S	-33	6	-1.0
O=C(O)c1cc2ccccc2oc1=O	-2	18	0.5
Cc1nc2cc([N+](=O)[O-])ccc2c(=O)n1-c1ccccc1[N+](=O)[O-]	-19	53*	2.3
Clc1ccccc1CNC1CN2CCC1CC2 (stereo not drawn)	2	12	0.3
COc1ccc(-n2c(Cc3ccccc3)nc3ccccc3c2=O)cc1	-29	10	1.5
Cc1cccc(CN2CCN(CC(=O)N3CCC4(CC3)OCCO4)C2=O)c1	-8	6	-0.6
COC(=O)C1=C(c2cccc(C#N)c2)C[C@@H]2CC[C@H]1N2C(=O)NCc1cc(C)oc1C(F)(F)F	-17	10	-0.2
Cc1ccccc1NC(=O)COC(=O)c1cc(C)n(C2CC2)c1C	-11	5	-1.3
Cc1ccc(/C=C2\C(=O)NC(=S)N(c3ccc(F)cc3)C2=O)s1	4	15	-0.4
CC(=O)Nc1cc(C(=O)N2CCC3(CC2)OCCO3)ccc1S(=O)(=O)c1ccc(C)cc1	-10	18	-1.0
CC1(C)OC1COc1c2occc2cc2ccc(=O)oc12 (stereo not drawn)	7	34	-0.9
c1cnc2c(c1)ccc1ncccc12	-3	2	-0.7
O=C1NC(=O)N(c2ccc(Cl)cc2)C(=O)/C1=C\c1ccc(Sc2nc3ccccc3[nH]2)o1	4	17	1.6
CN(C)C(=O)Oc1ccc(OCc2nc3ccccc3[nH]2)cc1	-7	9	6.8
COc1ccc(NC(=O)N2CCC3(CC2)OCCO3)cc1	-2	9	-0.7
CCOP(=O)(OCC)C(NC(=O)c1ccccc1)=C(Cl)Cl	-6	11	-0.2
CCCCC(=O)N/N=C/c1c(O)n(-c2ccccc2)c(=O)[nH]c1=O	-17	9	-1.8
COC(=O)C1=C(c2cccc(OC)c2OC)C[C@@H]2CC[C@H]1N2C	-12	5	-1.3

Further records.
SMILES	OX1R antag-1	OX1R antag-2	STK33 kinase inh
CCOC(=O)[C@@]12C(=O)C(=O)N[C@]1(c1ccccc1)C1OCCCC12 (stereo partly drawn)	-5	17	1.3
Cc1cc(OCC(=O)OC(C)(C)C)c2c3c(c(=O)oc2c1)CCC3	-7	5	-0.5
COc1ccc(CCNCc2ccncc2)cc1OC	-11	8	-2.8
COc1ccccc1N=Cc1c(O)n(C)c(=O)n(C)c1=O	-4	27	-0.2
O=C(O)[C@H]1C[C@@H]1[C@H](NP(=O)(c1ccccc1)c1ccccc1)c1ccccc1	-2	7	-0.1
CN1C2CCC1/C(=C/c1ccccn1)C(=O)/C2=C\c1ccccn1	-1	14	0.8
Cc1cc(C)n2nc(SC(C)C(=O)N3CCC4(CC3)OCCO4)nc2n1 (stereo not drawn)	-13	5	-0.9
CN1CCN(Cc2cc(C(C)(C)C)c(O)c(C(C)(C)C)c2)CC1	-19	34	0.0
CCC(C)n1c(O)c(/C=N/NC(=O)c2ccncc2)c(=O)[nH]c1=S (stereo not drawn)	0	26	1.1

A second format for part of the listing above:
The line under a structure holds: OX1R antag-1 | OX1R antag-2 | STK33 kinase inh
CN(C)C(=O)Oc1ccc(OCc2nc3ccccc3[nH]2)cc1
→ -7 | 9 | 6.8
COc1ccc(NC(=O)N2CCC3(CC2)OCCO3)cc1
→ -2 | 9 | -0.7
CCOP(=O)(OCC)C(NC(=O)c1ccccc1)=C(Cl)Cl
→ -6 | 11 | -0.2
CCCCC(=O)N/N=C/c1c(O)n(-c2ccccc2)c(=O)[nH]c1=O
→ -17 | 9 | -1.8
COC(=O)C1=C(c2cccc(OC)c2OC)C[C@@H]2CC[C@H]1N2C
→ -12 | 5 | -1.3
CCOC(=O)[C@@]12C(=O)C(=O)N[C@]1(c1ccccc1)C1OCCCC12 (stereo partly drawn)
→ -5 | 17 | 1.3
Cc1cc(OCC(=O)OC(C)(C)C)c2c3c(c(=O)oc2c1)CCC3
→ -7 | 5 | -0.5
COc1ccc(CCNCc2ccncc2)cc1OC
→ -11 | 8 | -2.8
COc1ccccc1N=Cc1c(O)n(C)c(=O)n(C)c1=O
→ -4 | 27 | -0.2
O=C(O)[C@H]1C[C@@H]1[C@H](NP(=O)(c1ccccc1)c1ccccc1)c1ccccc1
→ -2 | 7 | -0.1
CN1C2CCC1/C(=C/c1ccccn1)C(=O)/C2=C\c1ccccn1
→ -1 | 14 | 0.8
Cc1cc(C)n2nc(SC(C)C(=O)N3CCC4(CC3)OCCO4)nc2n1 (stereo not drawn)
→ -13 | 5 | -0.9
CN1CCN(Cc2cc(C(C)(C)C)c(O)c(C(C)(C)C)c2)CC1
→ -19 | 34 | 0.0

Not all compounds are listed. The share of hits here may be higher or lower than overall.
